AI-2 QS mod = Vibrio harveyi AI-2 quorum sensing modulators, primary screen, JMH597 strain, luminescence/OD600 ratio; Vibrio harveyi JMH597 AI-2 luminescence/OD600 ratio, 9 h; hits give low values; strain lacks LuxN and CqsS sensors; 0 = neutral-control median; activity change, % at 7.5 µM; 300,000 tested, 0.4% active; in the data active = activity change below about -75%, passing the limit was not always enough; inconclusive = no clear call, values can overlap the other calls;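 note: luminescence divided by OD600 gain over 9 h not by final OD600 alone; inactives centre near 13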
HSF1 inh = HSF1 inhibitors in luciferase reporter cells, primary screen, cell-based, NIH3T3, luminescence; AID 2098, 2009; 300,000 tested, 0.77% active; activity change, negative = inhibition, % at 7.5 µM (by protocol); NIH3T3-HGL HSE-luciferase, MG132-induced, luminescence 8 h; hits give low values;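 active = more than half of replicate wells show activity change below -50%, luminescence cut by over half; inconclusive = some wells, but at most half, below -50%; inactive = no replicate well below -50%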;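 note: luciferase reports HSF-1 transcriptional activity via heat shock element; 0% = median of DMSO wells and -100% = zero luminescence signal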
PolyA inhibitor = polyadenylation inhibitors in yeast reporter cells, primary screen, luminescence, S. cerevisiae; S. cerevisiae SKY197-pL101 polyadenylation reporter, beta-gal luminescence; efflux-impaired pdr1/pdr3 knockout yeast; score 100 = 6 SD above DMSO; calls only at 12 µM; 300,000 tested, 0.02% active;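 active = lowest replicate activity score at least 50, where 100 means six control SD above control mean; inconclusive = lowest score under 50 but half or more replicates reach 50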;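 note: yeast exposed to compound for 9 h at 30 °C; higher score means more reporter readthrough which indicates perturbed polyadenylation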
HSF1 activator = HSF-1 activators, primary screen, NIH3T3-HGL cells, MG132 stress, luminescence, single point; activation, % at 9 µM; NIH3T3-HGL HSF-1 luciferase reporter, 8 h; 100% = twice DMSO control signal; 300,000 tested, 1.7% active;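 active = mean replicate activation of at least 50% with a set share of replicates each reaching 50%; inconclusive = only one of those two conditions met; inactive = mean below 50% and too few replicates reaching it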;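 note: 0% = median of the neutral control wells and 100% = twice that signal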
Platelet DG rel = inhibitors of platelet dense granule secretion, primary screen, cell-based, MLPCN, human platelets. AID 1663, 2009. inhibition, %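 (compounds screened at 7.5 µM in platelet-rich plasma)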. 300,000 tested, 0.22% active. human platelet-rich plasma, SFLLRN dense granule ATP release, luminescence;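 active = mean replicate score, as percent of positive control, at or above 50; inconclusive = mean below 50 but at least one replicate at or above 50; inactive = mean and every replicate below 50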
HDAC3 inhib = HDAC3 deacetylase inhibitors, primary screen, biochemical, fluorescence, cell-free homogeneous. Histone deacetylase 3 (Homo sapiens), O15379. recombinant HDAC3, fluorogenic peptide/trypsin coupled. inhibition, % at 8.3 µM. 320,000 tested, 0.15% active. AID 2718, 2010; in the data active = inhibition above about 26%, passing the limit was not always enough; inconclusive = no clear call, values can overlap the other calls
Target sequence (O15379 whole entry, looked up): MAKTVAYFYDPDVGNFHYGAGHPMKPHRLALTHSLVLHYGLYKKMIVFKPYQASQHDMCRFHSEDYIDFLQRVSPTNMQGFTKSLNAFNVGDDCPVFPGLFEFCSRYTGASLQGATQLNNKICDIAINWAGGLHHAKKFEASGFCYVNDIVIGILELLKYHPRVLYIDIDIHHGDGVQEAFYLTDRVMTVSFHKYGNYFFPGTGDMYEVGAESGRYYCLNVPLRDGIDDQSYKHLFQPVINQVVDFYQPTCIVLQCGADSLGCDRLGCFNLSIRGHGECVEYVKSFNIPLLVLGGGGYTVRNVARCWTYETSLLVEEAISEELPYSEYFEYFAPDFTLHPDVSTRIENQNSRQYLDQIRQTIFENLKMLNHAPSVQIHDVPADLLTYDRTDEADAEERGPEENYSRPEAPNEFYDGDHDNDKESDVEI
GSK3beta inhib = human GSK3beta kinase inhibitors, primary screen, biochemical, cell-free homogeneous, HTS; Glycogen synthase kinase-3 beta (Homo sapiens), P49841; activity score (negative = inhibition), % at 10 µM; 300,000 tested, 0.038% active; GST-GSK3beta kinase, ADP-Glo luminescence, 60 min; hits give low values;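 active = more than half of replicate wells score below -50%, meaning over 50% inhibition versus plate controls; inconclusive = some replicates but at most half score below -50%; inactive = no replicate scores below -50%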;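 note: 0% = median DMSO wells and -100% = median GW8510 positive control wells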
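Test system: GST-tagged human GSK3beta kinase, cell-free; evaluation: activity score scaled between in-plate DMSO and GW8510 controls; measured by: ADP-Glo luminescence; incubation: 60 min reaction, RT; benchmarks: DMSO and 20 µM GW8510; reagent: peptide substrate plus 25 µM ATP (final); medium: Tris/MgCl2 kinase buffer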
DYRK1A inh = rat Dyrk1A kinase inhibitors, primary screen, biochemical, single point, plate reader. ADP-Glo luminescence, NFATc1 peptide. inhibition, % at 12.5 µM. 310,000 tested, 0.43% active. AID 504441, 2011; in the data active = inhibition above about 50%;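 note: plate controls were vehicle with enzyme for no effect and no enzyme for full effect; many of its hits are not listed in these tables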
HSP90 inh = HSP90 inhibitors, primary screen, cell lysate, luminescence | Rabbit reticulocyte lysate, luciferase refolding luminescence, 3 h | inhibition, % at 5.6 µM | 290,000 tested, 0.91% active | AID 1789, 2009;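 active = inhibition above the screen-wide mean plus 3 SD, computed separately per campaign, cut at about 16% in these data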;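 note: 0% = DMSO wells and 100% = 60 µM geldanamycin wells; inhibitors lower the luminescence because luciferase stays unfolded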
GSK3A inh = blockers of GSK3A enzyme activity – biochemical, luminescence, cell-free homogeneous, HTS, primary screen. Glycogen synthase kinase-3 alpha (Homo sapiens), P49840. inhibition, % at 10 µM. GSK-3 alpha kinase, ADP-Glo luminescence, 60 min. 320,000 tested, 0.1% active;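 in the data active = inhibition above about 50%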;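 note: GST-tagged GSK-3 alpha with peptide substrate and 25 µM ATP; 0% = DMSO neutral wells and 100% = GW8510 positive control wells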
Target sequence (P49840 whole entry, looked up): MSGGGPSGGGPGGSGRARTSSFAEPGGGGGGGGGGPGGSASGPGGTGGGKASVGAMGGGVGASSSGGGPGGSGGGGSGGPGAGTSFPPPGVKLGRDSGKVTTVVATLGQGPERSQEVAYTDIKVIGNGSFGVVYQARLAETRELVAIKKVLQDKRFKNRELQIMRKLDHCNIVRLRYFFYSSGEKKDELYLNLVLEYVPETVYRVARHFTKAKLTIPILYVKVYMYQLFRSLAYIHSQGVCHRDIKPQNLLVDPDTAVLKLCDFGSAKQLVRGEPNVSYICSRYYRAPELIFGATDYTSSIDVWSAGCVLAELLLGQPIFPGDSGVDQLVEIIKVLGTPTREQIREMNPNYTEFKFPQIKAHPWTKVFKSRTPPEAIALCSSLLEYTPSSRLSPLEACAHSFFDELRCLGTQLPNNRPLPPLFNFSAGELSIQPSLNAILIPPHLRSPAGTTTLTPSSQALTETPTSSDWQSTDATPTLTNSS
* marks the source's active call; other numbers are inactive results; i = inactive; ? = inconclusive; / = no result given. This is a subset; count on the stated rates, not on these rows.

AI-2 QS mod | HSF1 inh | PolyA inhibitor | smiles | HSF1 activator | Platelet DG rel | HDAC3 inhib | GSK3beta inhib | DYRK1A inh | HSP90 inh | GSK3A inh
23 | 3 | i | Cc1cc(S(=O)(=O)NCc2ccncc2)c(C)cc1Br | -7 | 5 | / | -1 | 9 | -1 | 2
12 | 0 | i | O=S(=O)(c1cccc(-c2nc3ccccc3s2)c1)N1CCOCC1 | 9 | -6 | -2 | -3 | 3 | 4 | 1
5 | / | i | O=C(Nc1ccc([N+](=O)[O-])cc1)c1ccc(Cn2cc([N+](=O)[O-])cn2)cc1 | / | 6 | -5 | -1 | -4 | 2 | -1
22 | 1 | i | COc1ccc(-c2cc(=O)oc3cc(OC(C)C(=O)NCCCn4ccnc4)ccc23)cc1 (stereo not given) | 15 | 8 | 6 | 0 | 7 | -3 | 0
8 | 1 | i | CCOc1ccc(Cl)cc1/C=N/O | 2 | 13 | 3 | -1 | 4 | 0 | 6
14 | 3 | / | COc1ccc(CN(CCO)CCO)cc1[N+](=O)[O-] | -2 | -1 | -3 | 2 | -1 | 0 | -1
23 | 0 | i | O=C(Cc1ccc(Cl)cc1)Nc1cccc(-c2nnc(-c3ccco3)o2)c1 | -6 | 3 | 4 | 1 | 2 | -1 | -1
12 | -8 | i | c1ccc(-c2cc3c(N4CCOCC4)ncnc3s2)cc1 | -15 | 3 | -6 | -4 | 41 | -1 | 0
15 | 1 | i | CN(C)CCNC(C(=O)Nc1cc(Cl)cc(Cl)c1)c1ccccc1 (stereo not given) | 15 | 11 | -4 | -2 | / | 2 | 2
15 | 5 | i | Clc1cccc(Cl)c1CSc1cc2c(nn1)-c1ccccc1CC2 | 30 | 1 | -2 | 1 | 0 | -1 | -3
-52 | -3 | / | O=C(Cn1cc(C(F)(F)F)ccc1=O)N/N=C/c1ccc(Cl)c(Cl)c1 | -3 | 1 | 5 | 2 | 2 | 2 | 0
-1 | 3 | i | CC(C)NC(=O)c1ccccc1NC(=O)C(C)Oc1ccccc1 (stereo not given) | 18 | -3 | -5 | 3 | -6 | 3 | -3
84 | 1 | i | CCn1c2ccccc2c2cc(NC(=O)COC(=O)c3cc(Cl)c(N)cc3OC)ccc21 | 3 | -3 | 5 | 0 | -4 | -1 | -1
0 | 3 | i | S=C(Nc1cccc(Cl)c1)Nc1ccc2cn[nH]c2c1 | 20 | 1 | -3 | -16 | / | 5 | 23
0 | 6 | i | Cc1cccc(NC(=O)c2ccc(F)c(S(=O)(=O)N3CCC4(CC3)OCCO4)c2)c1 | -13 | -2 | 1 | 0 | -10 | -1 | 0
19 | 7 | i | CC(C)(C)c1ccc(O)c(N=Cc2cc(Br)ccc2O)c1 | 9 | 4 | 5 | -1 | -2 | -1 | -3
10 | 18 | i | O=C(C=C1SCCS1)/C=C/c1ccco1 | 35 | 14 | 2 | -1 | 4 | 4 | -2
19 | -4 | i | Cn1c(SCC(=O)c2ccccc2)nnc1-c1ccncc1 | 3 | -6 | -1 | -4 | -7 | -1 | -2
8 | 1 | i | COC(=O)c1ccc(N2CCN(C)CC2)c(NC(=O)c2ccc(Br)o2)c1 | 3 | 43 | 0 | 0 | 12 | 2 | 12
51 | -4 | i | O=C(OCC(=O)c1cccs1)c1cccc(C(=O)OCC(=O)c2cccs2)n1 | 3 | 2 | -1 | 1 | 1 | 0 | -1
27 | 0 | i | Cc1nnc(NC(=O)c2cccc(S(=O)(=O)N3CCN(C)CC3)c2)s1 | 8 | 3 | 1 | 2 | 1 | / | -1
7 | -3 | i | CCN(CC)c1ccc(/C=N/N=C(c2ccccc2)c2ccccc2)c(O)c1 | -4 | 10 | 4 | -6 | -1 | -1 | -2
11 | -5 | i | CCOc1cc(/C=N\NC(N)=O)cc(Br)c1OC(C)C | -11 | -7 | 4 | -3 | 3 | 3 | -1
20 | -5 | i | Cc1ccc(S(=O)(=O)Nc2ccc3c(c2)nc(CCN2CCOCC2)n3C)cc1 | -7 | 0 | 0 | 1 | -10 | 6 | /
-7 | -10 | i | Cc1cc(C(F)F)n2ncc(C(=O)N3CCC(C(N)=O)CC3)c2n1 | -22 | 6 | -3 | -5 | -1 | 4 | -1
9 | 3 | i | CCCCOc1ccc(CON(C(C)=O)C(C)=O)cc1Cl | 7 | 4 | 2 | -7 | -3 | 0 | -1
23 | 4 | i | CC1(C)C(=O)OC(c2c3ccccc3cc3ccccc23)C(C)(C)C1=O (stereo not given) | 15 | -12 | -4 | 3 | 3 | -3 | -7
2 | -3 | i | O=S(=O)(NCCCc1ccccc1)c1cccc2nsnc12 | -1 | -1 | 0 | 1 | 1 | -2 | -1
7 | 3 | i | COc1cccc(-n2c(=O)[nH]cc(C(=O)Nc3ccc4c(c3)OCCO4)c2=O)c1 | -3 | 10 | 9 | 1 | 7 | -5 | -5
32 | -5 | i | COc1ccccc1N1CCN(c2nc(C)cc(=O)[nH]2)CC1 | -1 | -1 | 5 | 1 | -2 | -1 | 0

An excerpt of these results, comma-delimited.
compound,AI-2 QS mod,HSF1 inh,PolyA inhibitor,HSF1 activator,Platelet DG rel,HDAC3 inhib,GSK3beta inhib,DYRK1A inh,HSP90 inh,GSK3A inh
O=S(=O)(NCCCc1ccccc1)c1cccc2nsnc12,2,-3,i,-1,-1,0,1,1,-2,-1
CCN(CC)c1ccc(/C=N/N=C(c2ccccc2)c2ccccc2)c(O)c1,7,-3,i,-4,10,4,-6,-1,-1,-2
CC1(C)C(=O)OC(c2c3ccccc3cc3ccccc23)C(C)(C)C1=O (stereo not given),23,4,i,15,-12,-4,3,3,-3,-7

Further structures:
AI-2 QS mod | HSF1 inh | PolyA inhibitor | smiles | HSF1 activator | Platelet DG rel | HDAC3 inhib | GSK3beta inhib | DYRK1A inh | HSP90 inh | GSK3A inh
4 | -8 | i | O=C(O)Cn1c(P(=O)(O)c2ccccc2)nc2ccccc21 | -21 | -4 | -8 | -1 | -1 | 5 | -23
11 | 11 | i | COc1cc(OC)c(NC2=CC(=O)C(=O)c3ccccc32)cc1Cl | 33 | 0 | -2 | 1 | 1 | 44* | -2
13 | 2 | i | COc1ccc(S(=O)(=O)N2CCC(C(=O)N3CCCCC3)CC2)cc1OC | 5 | -2 | -2 | 2 | -3 | 1 | 0
1 | -4 | i | CN=c1scc(C)n1/N=C/c1ccc2c(c1)OCO2 | -14 | 21 | 3 | 1 | / | 11 | 3
9 | 3 | i | CCc1noc(C)c1C(=O)N1CC(C)OC(C)C1 (stereo not given) | 1 | 11 | 0 | -8 | -1 | -3 | -3
29 | -5 | i | O=C(CCC(=O)N(CC(=O)NC1CCCCC1)Cc1cccs1)Nc1nccs1 | -3 | -1 | 1 | -1 | 2 | 1 | 2
25 | 13 | i | CCOC(=O)N1CCC(NC(=O)CSCc2cnn(-c3ccccc3)c2-n2cccc2)CC1 | 37 | 0 | 0 | 0 | 6 | 4 | 0
4 | 14 | i | CN(C)C(=O)NC(Nc1ccc(Cl)cc1Cl)C(Cl)(Cl)Cl (stereo not given) | 34 | -4 | -2 | 0 | 1 | 2 | -1
-3 | -3 | i | CC1CN(CCC(=O)Nc2ccccc2F)CC(C)O1 (stereo not given) | -1 | 2 | -2 | -5 | / | 5 | -1
28 | -3 | i | Cc1cc(NS(=O)(=O)c2ccc(NC(=O)c3cnc4sccn4c3=O)cc2)nc(C)n1 | 6 | 2 | 2 | 5 | 0 | 1 | -1
29 | -1 | i | CC1CCCCN1CC(=O)Nc1sc2c(c1C#N)CCC2 (stereo not given) | 10 | 4 | -3 | 3 | -2 | 5 | 2
-5 | -3 | i | CN(C)CCNS(=O)(=O)c1ccc(Cl)cc1 | 9 | -1 | -7 | 3 | -4 | 0 | -1
13 | 6 | i | COc1ccccc1N1CCN(S(=O)(=O)CCNC(=O)Cc2ccc(F)cc2)CC1 | 10 | 3 | 0 | 0 | -8 | / | -2
10 | -1 | i | O=C(CN1C(=O)C2CC=CCC2C1=O)NCc1cccs1 (stereo not given) | -15 | 7 | 10 | 1 | -2 | 2 | 7
21 | 16 | i | COCCN1CCN(C(=O)c2cc(COc3ccc(Cl)cc3OC)on2)CC1 | ? | -1 | -7 | 3 | 0 | 4 | -2
27 | 4 | i | CC1CCCN(C(=O)CCCC(=O)N2CCCC(C)C2)C1 (stereo not given) | 15 | 6 | -8 | 4 | -4 | -2 | 3
15 | 14 | i | c1ccc2c(c1)Cn1c-2nc2ccccc21 | 38 | 26 | 3 | -1 | 19 | 5 | 13
13 | -5 | i | NC(=O)c1nsc(C(=O)N(Cc2ccco2)C(C(=O)NCC2CCCO2)c2ccc(F)cc2)c1N (stereo not given) | 17 | -4 | / | 2 | 5 | 2 | /
19 | 31 | i | O=Cc1c(N2CCN(c3ccccc3)CC2)nc2ccccn2c1=O | 44 | 20 | 1 | 4 | 5 | 0 | -6

Limited to HDAC3 inhib, DYRK1A inh and HSP90 inh, for 4 of the compounds above:
Compound,HDAC3 inhib,DYRK1A inh,HSP90 inh
COc1ccccc1N1CCN(S(=O)(=O)CCNC(=O)Cc2ccc(F)cc2)CC1,0,-8,/
O=C(CN1C(=O)C2CC=CCC2C1=O)NCc1cccs1 (stereo not given),10,-2,2
COCCN1CCN(C(=O)c2cc(COc3ccc(Cl)cc3OC)on2)CC1,-7,0,4
CC1CCCN(C(=O)CCCC(=O)N2CCCC(C)C2)C1 (stereo not given),-8,-4,-2

Bioassay records as filed in PubChem BioAssay.
